CIT2-GFP yeast – alters CIT2-GFP fluorescence in TOR pathway yeast screen. S. cerevisiae CIT2-GFP strain, flow cytometry, 3 h; 100 means same as DMSO wells. GFP response vs DMSO, % at 10 µM. 320,000 tested, 0.065% active. AID 2029;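 active means GFP response relative to DMSO above a set limit, near the screen mean plus 3 SD, cut at about 150% in these data; inconclusive means Fewer than 70 cells measured for a yeast strain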;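 further: ratio of well median GFP fluorescence to mean of DMSO wells on the plate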
AGP1-GFP MLPCN – alters AGP1-GFP fluorescence in TOR pathway yeast screen; AID 2066; S. cerevisiae AGP1-GFP multiplex flow cytometry, 3 h; GFP as percent of DMSO wells; GFP response vs DMSO, % at 10 µM; 320,000 tested, 0.02% active;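 active means GFP response relative to DMSO above a set limit, near screen average plus 3 SD, cut at about 150% in these data; inconclusive means fewer than 70 cells counted for the yeast strain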;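 further: median GFP channel fluorescence of the gated AGP1 strain per well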
Bcl-xL primary – Bcl-xL (human) inhibition | Q07817 | GST-Bcl-xL / FITC-Bim BH3 peptide fluorescence polarization | inhibition, % at 10.9 µM | 320,000 tested, 0.7% active | AID 2129;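 active means inhibition above the mean of all tested compounds plus 3 SD, cutoff set per campaign, cut at about 30% in these data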;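 further: 0% = DMSO wells and 100% = unlabeled Bim-BH3 peptide competitor; inhibitors lower millipolarization by displacing the labeled peptide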
MEX-5 binding – C. elegans MEX-5 TCR-2 RNA binding activity; Q9XUB2; MEX-5/FITC-TCR2 RNA binding, fluorescence polarization; hits give low values; activity score (negative = inhibition of binding), % at 10 µM; 300,000 tested, 0.38% active; AID 1832;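 active means inhibition past about -25% in most replicates, and total fluorescence under double the plate's negative control median, limit read from the data; inconclusive means replicates evenly split on the limit, or fluorescence at least double controls; inactive means too little inhibition in most replicates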;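 further: 0% = DMSO and -100% = 5 µM competing unlabeled TCR2 RNA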
Target sequence (Q9XUB2 whole entry, looked up): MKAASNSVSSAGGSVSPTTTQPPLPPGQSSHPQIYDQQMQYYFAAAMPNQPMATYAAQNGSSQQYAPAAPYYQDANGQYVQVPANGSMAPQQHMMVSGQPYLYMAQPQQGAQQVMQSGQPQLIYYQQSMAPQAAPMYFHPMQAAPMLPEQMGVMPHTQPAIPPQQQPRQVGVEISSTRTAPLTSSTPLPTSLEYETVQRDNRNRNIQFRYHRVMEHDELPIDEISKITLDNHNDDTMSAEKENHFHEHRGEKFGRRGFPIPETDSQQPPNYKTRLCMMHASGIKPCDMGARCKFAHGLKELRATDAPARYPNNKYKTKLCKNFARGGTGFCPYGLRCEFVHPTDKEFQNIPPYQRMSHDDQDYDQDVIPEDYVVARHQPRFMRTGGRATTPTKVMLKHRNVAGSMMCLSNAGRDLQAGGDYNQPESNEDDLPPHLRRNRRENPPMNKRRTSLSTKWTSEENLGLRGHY
VLA-4 inh – inhibition in a human VLA-4 binding assay; P13612; VLA-4 expressing cells, ligand binding flow cytometry; inhibition, % (about 7 µM as worked out from the volumes in the protocol); 330,000 tested, 0.2% active; in the data active means inhibition above about 50%
GLD-1 TGE inh – GLD-1-TGE RNA interaction inhibition (C. elegans); Q17339; purified GLD-1 + fluorescein TGE RNA, fluorescence polarization; inhibition, % at 5.96 µM; 320,000 tested, 0.44% active; AID 2280;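 active means percent inhibition above a per-plate cutoff, the plate mean of test compounds plus 3 SD, cut at about 30% in these data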;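 further: 0% = DMSO wells with GLD-1 and probe and 100% = wells lacking GLD-1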
Target sequence (Q17339 whole entry, looked up): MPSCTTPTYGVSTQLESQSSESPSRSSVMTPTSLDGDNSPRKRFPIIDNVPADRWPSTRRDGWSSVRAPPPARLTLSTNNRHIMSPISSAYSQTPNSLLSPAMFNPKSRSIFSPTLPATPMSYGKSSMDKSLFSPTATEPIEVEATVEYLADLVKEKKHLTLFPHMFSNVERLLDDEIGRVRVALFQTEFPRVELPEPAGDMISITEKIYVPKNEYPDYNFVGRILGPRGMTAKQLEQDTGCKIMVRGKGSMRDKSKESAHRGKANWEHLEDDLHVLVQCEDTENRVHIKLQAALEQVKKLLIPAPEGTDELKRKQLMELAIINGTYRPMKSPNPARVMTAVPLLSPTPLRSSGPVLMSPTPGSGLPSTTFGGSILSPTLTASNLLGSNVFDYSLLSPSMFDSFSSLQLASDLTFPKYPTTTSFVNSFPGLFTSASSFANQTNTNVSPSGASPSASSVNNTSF
MCL1 BIM primary – MCL1-BIM-BH3 interaction inhibition (human); Q07820; GST-MCL1 / FITC-Bim-BH3 fluorescence polarization; inhibition, % at 10.9 µM; 320,000 tested, 0.68% active; AID 2057;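 active means inhibition above the mean inhibition of all tested compounds plus 3 SD, set per campaign, cut at about 40% in these data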;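 further: 0% = DMSO wells and 100% = unlabeled Bim-BH3 peptide control; higher means more loss of mP so more displacement of Bim peptide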
CR mimetic SO – yeast age-related superoxide inhibition as caloric restriction mimetic | S. cerevisiae aged cells, superoxide DHE fluorescence; hits give low values | AID 2690 | 330,000 tested, 0.18% active | superoxide response (% of plate mean), % at 10 µM;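 active means superoxide response under a set limit, about three screen SD below normal, cut at about 65% in these data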;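 further: yeast aged for seven days with compound at 30 °C before DHE staining; 100% = average MFI of all compound-treated wells on the plate with controls excluded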
GRK2 aptamer HTS – inhibitors of human GRK2 displacing RNA aptamer; P25098; 330,000 tested, 0.59% active; inhibition of aptamer binding, % at 10 µM; bead flow cytometry, FAM-aptamer displacement from GRK2;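 active means inhibition of aptamer binding above 40%, roughly 3 SD of noise, on plates passing a quality check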;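 further: median bead fluorescence of bound FAM aptamer so fluorescent compounds give negative values; no value below 0 was filed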
An asterisk follows results filed as active; ? = inconclusive; . = not tested or not shown; [ ] = remark or other dose.

SMILES	CIT2-GFP yeast	AGP1-GFP MLPCN	Bcl-xL primary	MEX-5 binding	VLA-4 inh	GLD-1 TGE inh	MCL1 BIM primary	CR mimetic SO	GRK2 aptamer HTS
Cc1cc(C(=O)COC(=O)c2ccc(N)c([N+](=O)[O-])c2)c(C)n1Cc1ccc2c(c1)OCO2	98	106	5	-5.1	9	5	0	111	0
CCCn1c(NC(=O)c2cccc(C)c2C)nc2ccccc21	101	95	2	-0.9	15	7	7	103	2
COc1ccc(C(=O)Cn2nc(CNc3ccc(Br)cc3)[n+]3c2CCCCC3)cc1	100	99	5	2.1	-9	2	6	116	0
CCCCNC(=S)Nc1ccc2nc(N3CCN(CC)CC3)cc(C)c2c1	88	81	8	1.3	9	-1	10	89	0
CCOc1ccc(C(F)(F)F)cc1NC(=O)COc1ccc(C(F)(F)F)cc1[N+](=O)[O-]	.	102	4	-1.5	-6	4	-3	104	0
CSCCC(NS(=O)(=O)c1ccc(Cl)cc1)C(=O)OCC(=O)N1CCCc2ccccc21 (centres undefined)	101	107	1	1.0	3	0	3	109	0
CC(C)[C@H]1C(=O)Nc2ccccc2N1C(=O)N[C@@H](Cc1ccccc1)C(=O)N[C@H](C(=O)O)c1ccccc1	95	102	3	-2.4	10	1	0	114	0
COc1ccc(NS(=O)(=O)c2cccs2)cc1S(=O)(=O)N1CCCCC1	90	106	-5	3.1	19	-3	-4	100	4
Cc1cc(=O)oc2cc(OCC(=O)Nc3ccccc3C(=O)O)ccc12	112	97	2	0.0	2	5	4	105	3
O=C(NCc1cccnc1)c1ccc(Cl)c(S(=O)(=O)N2CCOCC2)c1	94	95	.	-1.9	19	.	.	96	0
CC(=O)NC(Cc1ccccc1)Cc1ccccc1	98	104	0	-0.3	-1	3	6	111	3
COc1cc(-c2nnc3n2N=C(c2ccccc2)CS3)cc(OC)c1OC	86	95	-3	-0.8	19	3	-6	100	4
Nc1cc2c(cc1Cl)N(Cc1ccccc1)C(=O)CO2	98	104	4	.	38	0	0	114	0
Cc1cccc(Sc2c([N+](=O)[O-])ncn2C)c1	99	99	-1	2.3	2	4	-1	95	1
O=C(CC(c1ccccc1)c1ccccc1)Nc1nn[nH]n1	111	104	3	1.7	18	1	8	94	2
Cc1nc(N2CCN(Cc3ccccc3)CC2)nc2c1C(=O)CC(C)C2 (centres undefined)	98	102	2	0.2	-52	1	3	89	0
Cc1ccc(N(CCO)C(=S)Nc2ccccc2)cc1	97	92	5	-1.0	2	-5	13	101	0
CN(C)CCCn1c(=O)n(Cc2ccco2)c(=O)c2c3c(sc21)CCCCC3	96	99	0	-3.2	-5	1	4	99	0
Clc1ccc2nc(-c3ccncc3)cc(-c3ccccc3)c2c1	81	83	2	-0.2	3	2	4	112	0
CC(C)CN(C(=O)COC(=O)c1ccc2ccccc2c1)c1c(N)n(Cc2ccccc2)c(=O)[nH]c1=O	90	105	-1	-2.2	-23	-4	-14	101	0
CCN(CC)CCNC(=O)c1ccccc1N	102	100	3	-2.0	-6	1	12	105	4
COc1cccc(N2C(=O)CN(Cc3cc(OC)c(OC)c(OC)c3)C2=S)c1	101	97	1	-0.4	6	6	-4	90	5
CCc1ccc(OCC(=O)OCC(=O)NCCNC(=O)COC(=O)COc2ccc(CC)cc2)cc1	.	97	0	0.9	4	-1	1	124	1
O=C(COC(=O)c1cccnc1Nc1cccc(C(F)(F)F)c1)NCCN1C(=O)CSC1=O	103	109	1	-2.9	-9	-2	-2	97	1
S=C(NCCc1ccc(Cl)cc1)NC1CCCCC1	80	86	0	-3.2	-1	4	11	104	1
CCCCOC(=O)Cn1c(=N)n(CCN2CCOCC2)c2ccccc21	83	104	1	-0.3	-4	-5	0	87	0
COc1ccc(CCN2CC(C(=O)Nc3ccc(S(C)(=O)=O)cc3)CC2=O)cc1OC (centres undefined)	98	111	-7	-0.4	3	8	-22	94	0
CN1CCN(NC(=S)Nc2ccc(OC(F)F)cc2)CC1	100	98	11	-0.1	2	-6	11	89	0
Nn1c(SCc2nc3ccccc3[nH]2)nnc1C1CCCCC1	93	97	-1	-1.5	2	-6	-8	106	2
Cc1cc(C)nc(NS(=O)(=O)c2ccc(NC(=O)CCCN3C(=O)c4ccccc4C3=O)cc2)n1	99	100	5	-1.1	-3	2	2	85	1
CC1CCCCN1C(=S)Nc1ccc(OC(F)F)cc1 (centres undefined)	84	93	8	1.0	-223	9	15	98	5
CC(C)(C)NC(=S)NC1CC1	116	113	-4	-2.4	-2	0	5	93	0
CC(C)(C)NC(=O)CN(C(=O)c1ccc(Cl)nc1)c1cccc2ccccc12	83	97	11	.	-9	-5	-3	103	1
O=C(Nc1ccc2c(c1)OCO2)C1CC(c2c(F)cccc2Cl)=NO1 (centres undefined)	99	103	4	-1.5	-16	1	4	111	0
C=CCOc1ccc(/C=C/C(=O)OCC(=O)NC(C)c2ccc(F)cc2)cc1 (centres undefined)	87	98	-3	0.1	19	0	-8	106	1
Cc1cc(C)cc(N(C(C)C(=O)N2CCCCC2)S(C)(=O)=O)c1 (centres undefined)	95	102	6	0.3	-4	-1	1	90	1

Only GRK2 aptamer HTS and VLA-4 inh (2 entries from above):
SMILES | GRK2 aptamer HTS | VLA-4 inh
C=CCOc1ccc(/C=C/C(=O)OCC(=O)NC(C)c2ccc(F)cc2)cc1 (centres undefined) | 1 | 19
Cc1cc(C)cc(N(C(C)C(=O)N2CCCCC2)S(C)(=O)=O)c1 (centres undefined) | 1 | -4

Carrying on:
SMILES	CIT2-GFP yeast	AGP1-GFP MLPCN	Bcl-xL primary	MEX-5 binding	VLA-4 inh	GLD-1 TGE inh	MCL1 BIM primary	CR mimetic SO	GRK2 aptamer HTS
CS(=O)(=O)N1CCc2cc(C(=O)Nc3ccc(Cl)cc3)ccc21	106	107	10	-1.6	8	12	8	96	2
c1csc(-c2nc(NCC3CCCO3)c3ccccc3n2)c1 (centres undefined)	95	100	8	2.8	-1	-3	8	100	1
O=C(Nc1cc2c3c(c1)CC(=O)N3CCC2)c1ccc(Br)cc1	103	105	7	3.0	3	9	3	101	2
CCCCN(CC)C(=O)CN1C(=O)c2ccccc2C1=O	92	97	-4	-0.9	10	-7	-10	85	1
CCN1CCN(CCNC(=O)CCCn2nc(C)c3c(C)n(-c4ccc(C)cc4)nc3c2=O)CC1	106	103	0	2.8	-4	-3	5	96	0
CCOC(=O)CN(C(=O)COC(=O)C1(c2ccccc2)CC1)c1ccc(F)cc1	104	102	0	2.1	1	11	8	87	4
COc1ccc(CN(C)C(=O)CNC(=O)c2ccc3ccccc3c2)c(OC)c1	93	94	1	-0.4	8	7	1	107	0
COc1ccc2[nH]c(C(=O)NCCCn3ccnc3)cc2c1	99	95	6	-6.4	1	-4	-2	95	1
COc1ccc(OC)c(-c2csc(NC(=O)C3COc4ccccc4O3)n2)c1 (centres undefined)	95	104	4	2.5	3	8	-2	106	0
CN(Cc1nc2ccccc2n1C)S(=O)(=O)c1ccc(Cl)cc1	101	99	3	.	5	2	6	96	2
CCCCNC(=O)CC1N=C2c3ccccc3N=C(SCC(=O)Nc3ccccc3C)N2C1=O (centres undefined)	87	94	8	-0.2	2	-4	7	94	4
Cc1ccnc(NS(=O)(=O)c2ccc(N3C(=O)c4ccccc4C3=O)cc2)n1	106	104	0	-3.0	-3	2	-2	102	0
Cc1cccc(OC(=O)c2cccnc2)c1C	104	99	-1	-3.4	-14	-7	-5	95	1
CC(=O)NC(CC(=O)OCC(=O)Nc1cc(S(=O)(=O)N2CCCCC2)ccc1C)c1ccccc1 (centres undefined)	102	100	.	.	12	9	.	104	0
OC(CN1CCC(Cc2ccccc2)CC1)c1ccccc1 (centres undefined)	111	103	8	-0.5	-17	1	9	98	0
COc1cc(/C=N/Nc2cccc(C)c2)ccc1OC(=O)c1ccco1	101	95	7	0.2	25	7	-8	84	0
CCCSc1nc2c(cnn2-c2ccccc2)c(=O)[nH]1	104	91	-1	-1.1	-2	2	1	101	1
O=[N+]([O-])c1cc(-c2nc(-c3ccncc3)no2)ccc1Cl	107	88	1	1.1	28	8	3	97	0
Cc1ccc(C(=O)/C=C/c2cn(CN3CCN(C)CC3)c3ccccc23)cc1	104	97	1	-3.5	-1	-20	1	91	4
COC(=O)Cn1c(CCS(=O)(=O)c2ccc(Cl)cc2)nc2ccccc21	100	104	5	0.1	3	-1	7	94	2
COc1ccccc1N1CCN(C(=O)C(C)N(c2ccccc2)S(C)(=O)=O)CC1 (centres undefined)	115	119	12	-0.4	13	6	13	89	0
COc1cc(NC(=O)CCc2nnc3ccc(N4CCCC4)nn23)cc(OC)c1OC	98	96	1	-3.1	2	-4	-3	81	5
CCN(CC)C(=O)OCc1c(-c2ccccc2)ncc2ccccc12	94	97	-4	.	8	0	-10	95	0
CC(C)(C)OC(=O)CNC(=O)c1[nH]cnc1C(=O)NC(c1ccccc1)c1ccccc1	64	71	-2	1.9	17	10	-1	102	0
CCNC(=S)N(CCc1c(C)[nH]c2ccc(Cl)cc12)Cc1ccco1	99	102	7	-0.1	18	12	4	118	5
CCOC(=O)c1nnn(-c2ccc([N+](=O)[O-])cc2[N+](=O)[O-])c1C	81	84	3	-1.2	11	-3	8	107	0
CSCCC(NS(=O)(=O)c1ccc(Cl)cc1)C(=O)OCC(=O)NC1CCCCC1 (centres undefined)	95	96	4	0.2	4	8	7	88	0
O=C(CSc1nc2ccccc2nc1N1CCCC1)Nc1ccc(F)cc1	?	88[may fluoresce red and violet]	3	-1.5	-10	3	5	80	0

Shown as labelled records: entries from further up.
COc1ccccc1N1CCN(C(=O)C(C)N(c2ccccc2)S(C)(=O)=O)CC1 (centres undefined)
  CIT2-GFP yeast = 115	AGP1-GFP MLPCN = 119	Bcl-xL primary = 12	MEX-5 binding = -0.4	VLA-4 inh = 13	GLD-1 TGE inh = 6	MCL1 BIM primary = 13	CR mimetic SO = 89	GRK2 aptamer HTS = 0
Cc1nc(N2CCN(Cc3ccccc3)CC2)nc2c1C(=O)CC(C)C2 (centres undefined)
  CIT2-GFP yeast = 98	AGP1-GFP MLPCN = 102	Bcl-xL primary = 2	MEX-5 binding = 0.2	VLA-4 inh = -52	GLD-1 TGE inh = 1	MCL1 BIM primary = 3	CR mimetic SO = 89	GRK2 aptamer HTS = 0
COc1ccc(OC)c(-c2csc(NC(=O)C3COc4ccccc4O3)n2)c1 (centres undefined)
  CIT2-GFP yeast = 95	AGP1-GFP MLPCN = 104	Bcl-xL primary = 4	MEX-5 binding = 2.5	VLA-4 inh = 3	GLD-1 TGE inh = 8	MCL1 BIM primary = -2	CR mimetic SO = 106	GRK2 aptamer HTS = 0
COc1ccc(NS(=O)(=O)c2cccs2)cc1S(=O)(=O)N1CCCCC1
  CIT2-GFP yeast = 90	AGP1-GFP MLPCN = 106	Bcl-xL primary = -5	MEX-5 binding = 3.1	VLA-4 inh = 19	GLD-1 TGE inh = -3	MCL1 BIM primary = -4	CR mimetic SO = 100	GRK2 aptamer HTS = 4

Screening results from PubChem BioAssay.
